Screening data deposited in PubChem BioAssay by National Center for Advancing Translational Sciences (NCATS).
TCR activator: activates T cell receptor signaling; primary human leukocytes, anti-CD3, IL-2 HTRF, 48 h; Potency, µM (titrated, usually from 9.22 µM), without a hit: top-dose activation of IL-2 secretion, usual class: activators; 330,000 tested, under 10 active; note: % of control where 0% means no effect
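Compounds are tested in HTS on primary human leukocytes co-incubated with a-CD3 beads for 48 hr. IL-2 output is measured by time-resolved FRET.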
USP2a inh: inhibitors of human ubiquitin-specific protease USP2a; hit rate 0.01% among 330,000; USP2 core, Ub-CHOP2 coupled fluorogenic reporter, 485/531; AID 463254; Potency, µM (doses to about 38.3 µM), for inactives: at the top dose activity change, negative = inhibition, usual class: inhibitors;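 note: potency is the fitted concentration of half-maximal effect; plate controls were DMSO wells for no effect and full inhibition by NEM control for full effect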
Target sequence (O75604 whole entry, looked up): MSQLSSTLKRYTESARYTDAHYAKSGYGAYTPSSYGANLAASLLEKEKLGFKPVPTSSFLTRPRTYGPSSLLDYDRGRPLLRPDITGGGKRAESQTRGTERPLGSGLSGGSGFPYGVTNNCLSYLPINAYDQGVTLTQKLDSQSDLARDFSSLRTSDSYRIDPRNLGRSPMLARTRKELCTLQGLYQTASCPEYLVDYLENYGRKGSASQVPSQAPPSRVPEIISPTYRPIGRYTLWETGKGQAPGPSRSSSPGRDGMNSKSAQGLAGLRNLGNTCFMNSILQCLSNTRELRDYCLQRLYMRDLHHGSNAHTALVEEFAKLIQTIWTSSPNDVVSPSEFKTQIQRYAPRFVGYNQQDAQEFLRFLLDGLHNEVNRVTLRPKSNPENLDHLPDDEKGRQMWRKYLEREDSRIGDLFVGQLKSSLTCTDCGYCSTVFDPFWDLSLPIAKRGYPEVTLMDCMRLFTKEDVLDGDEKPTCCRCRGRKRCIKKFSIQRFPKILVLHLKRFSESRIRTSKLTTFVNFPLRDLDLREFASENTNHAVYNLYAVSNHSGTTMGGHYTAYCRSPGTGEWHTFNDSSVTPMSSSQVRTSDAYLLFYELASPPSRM
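Deubiquitinase activity read as fluorescence (485/531 nm) after Ub-CHOP2 cleavage activates the enterokinase reporter on its substrate; USP2 core 10nM, Ub-CHOP2 and substrate 25nM each, 30min compound preincubation then 60min RT; data normalized to NEM, curves fitted.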
ELG1 DNA repair: inhibitors of ELG1-dependent DNA repair in HEK293T cells. HEK293T ELG1-luciferase reporter, luminescence, 16 h; DNA damage induced by 5-fluorouridine. hit rate 2.3% among 330,000. AID 504467. Potency, µM (top dose mostly 46.1 µM), for the others: at the highest dose activity change, negative = inhibition, usual class: inhibitors; note: potency is the fitted concentration of half-maximal effect; % is set by controls: 0 for no effect and ±100 for the full control effect; nearly all actives have a fitted effect of over 55% in size
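Step one: seed 2,000 cells per well. Step two: pin-transfer compound or DMSO alongside 5-fluorouridine. Step three: incubate 16 hr, 37 °C, 5% CO2. Step four: add ONE-Glo, wait 30 min, read luminescence.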
KCNH2 3.1 block: KCNH2 3.1 (human) potassium channel inhibition. U2OS KCNH2 3.1, thallium flux FluxOr; stronger effect = lower value. activity change, % (tested at about 1.8 µM). hit rate 0.95% among 340,000. AID 720553;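 active = maximum activity change below -70%; inconclusive = maximum activity change from -70% to -50%; inactive = maximum activity change above -50%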;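 note: thallium influx rate constant from kinetic fluorescence after stimulation buffer; % is set by controls: 0 for no effect and ±100 for the full control effect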
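We transduce U2OS cells with the mutant 3.1 virus, culture them overnight, load FluxOr with Red40 quencher for 45 min, then add stimulation buffer and read kinetically for 2 min to derive a normalized rate constant.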
Eya2 inh: Eya2 (human) phosphatase inhibition. O00167. AID 488837. Potency, µM (top dose mostly 76.9 µM), for inactives: at the highest dose activity, negative = inhibition, usual class: inhibitors. recombinant Eya2, OMFP fluorescence dephosphorylation (OMFP is methylfluorescein phosphate). hit rate 0.006% among 330,000; note: potency is the fitted concentration of half-maximal effect; % is set by controls: 0 for no effect and ±100 for the full control effect
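Eya2 protein (added as 0.2 uM solution) was preincubated with compound for 10 min at ambient temperature in 50 mM HEPES pH 7.5, 50 mM NaCl, 5 uM MgCl2, 0.05% BSA, 1 mM DTT. OMFP (added at 50 uM) then reacted 10 min; fluorescence read at 485/525 nm.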
AT treatment: potential ataxia-telangiectasia treatment | […] A-T fibroblasts, KAP-1 phosphorylation AlphaLISA; neocarzinostatin DNA damage 30 min before lysis | Potency, µM (doses to about 57.5 µM), for inactives: top-dose activation, usual class: activators | hit rate 0.19% among 320,000 | AID 485349; note: potency is the fitted concentration of half-maximal effect; % of control where 0% means no effect; nearly all actives have a fitted effect of over 45% in size
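hTERT-immortalized A-T patient fibroblasts ([…]), 500 cells/well in OPTI-MEM, 1% FBS, got compounds for 60 min, then NCS for 30 min at 37C. Lysates were then assayed for phospho-KAP-1 by AlphaLISA (anti-pKAP1 donor, anti-KAP1 acceptor beads), 6 hr at 25C.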
TSHR antag: antagonists of human thyroid stimulating hormone receptor | hit rate 0.2% among 330,000 | TSHR-expressing cells, TSH-stimulated cAMP HTRF, 2 h; stronger effect = lower value | activity change, negative = inhibition, % at 11.5 µM | P16473;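 active = activity change below a set negative limit, meaning inhibition stronger than a set level, cut at about -70% in these data; inconclusive = activity change between two set negative limits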; note: % is set by controls: 0 for no effect and ±100 for the full control effect
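Read-out is FRET at 665 nm (cryptate excitation 337 nm) from a cryptate-tagged anti-cAMP antibody, competed by cell cAMP against cAMP-d2. Compounds are tested on freshly harvested TSHR cells challenged with 4nM TSH (EC80) for 2 hours at 37 deg C.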
Mito fusion yeast: blocks mitochondrial division or promotes mitochondrial fusion | Potency, µM (doses to about 46.1 µM), without a hit: top-dose growth rescue (activation), most hits filed as activators | hit rate 0.23% among 320,000 | AID 485298 | S. cerevisiae fusion-defective mutant growth rescue, CellTiterGlo 48 h;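 note: potency is the fitted concentration of half-maximal effect; % of control where 0% means no effect; nearly all actives have a fitted effect of over 45% in size; temperature-sensitive fusion mutants such as fzo1-1 at 37 °C on non-fermentable ethanol glycerol medium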
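Read-out: ATP-based luminescence (CellTiterGlo, 10 min ambient) reporting growth of fusion-defective ts yeast after 48 hours at 37C on glycerol/ethanol YPEG medium in the presence of compound.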
TRPV1 agonist: agonists of human vanilloid receptor 1 (TRPV1); Q8NER1; TRPV1-expressing cells, Fluo-8 calcium influx, agonist mode; activation, % at 8.33 µM; hit rate 0.19% among 320,000; AID 540275; in the data active = activation above about 80%; inconclusive = between about 30% and that limit; note: 0% is about no effect
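Cells expressing TRPV1 were dye-loaded with Fluo-8 and read kinetically: 10 s baseline, 3 min after compound (agonist portion), then 2 min after EC20 capsaicin (allosteric enhancer portion). Calcium-bound dye fluorescence at 480/520 nm.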
hERG WT inh: KCNH2 (human, wildtype) channel inhibition; Q12809; U2OS, BacMam KCNH2, thallium flux FluxOr; stronger effect = lower value; activity change, % at 1.84 µM; hit rate 0.37% among 340,000;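 active = maximum activity change below -70%; inconclusive = maximum activity change between -70% and -50%; inactive = maximum activity change above -50%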; note: % is set by controls: 0 for no effect and ±100 for the full control effect
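U2OS cells were transduced with wild-type KCNH2 virus (2.03 x 10^8 / mL) for 4 h at room temperature, then cultured overnight at 37 C. Thallium flux was read with FluxOr dye. Rate constants were normalized to DMSO controls.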
Active calls of the source: *; i = inactive; ? = inconclusive; / = no result given; [ ] = another dose, or the depositor's remark. Unless noted, calls come from the whole dose curve; as a rule, active = well fitted curve in the direction sought with a large enough effect; inconclusive = small, poorly fitted or top-dose-only effect, or another doubt; inactive = no such curve, though single readings can be large; an effect the other way counts as inactive or inconclusive. Only part of the results is shown (hit frequency here may not be typical).

cpd	molecule	TCR activator	USP2a inh	ELG1 DNA repair	KCNH2 3.1 block	Eya2 inh	AT treatment	TSHR antag	Mito fusion yeast	TRPV1 agonist	hERG WT inh
1	CC1CCCCC1NC(=O)C1CCN(C(=O)c2sccc2-n2cccc2)CC1 (stereo not drawn)	5.1%	-0.1%	?	-8.7	14.7%	-2.0%	-5.2	-6.5%	-3.5	1.9
2	Cc1cc2cc(CN(Cc3cccs3)C(=S)NCc3ccco3)c(=O)[nH]c2cc1C	0.4%	0.9%	20.6µM*	1.1	1.3%	4.1%	-16.3	24.7%	-0.2	-0.4
3	Cn1cccc1CNC1CCCC1	4.0%	1.9%	2.9%	5.9	-2.6%	-2.4%	-1.8	0.1%	3.9	-1.4
4	Cc1ccccc1OCC(=O)N/N=C/c1ccco1	/	2.8%	5.6%	2.1	11.0%	2.0%	6.6	-1.9%	-0.2	-4.3
5	COc1ccc(-c2nc3c(n2O)CCc2c-3no[n+]2[O-])cc1	1.1%	0.0%	?	16.9	-12.9%	-6.7%	-2.0	2.2%	-2.2	?
6	O=[N+]([O-])c1cc(C(F)(F)F)cc([N+](=O)[O-])c1NCCNC(=S)Nc1cccc(F)c1	-7.6%	3.1%	0.0%	23.9	?	-6.6%	0.0	-0.1%	15.8	-5.1
7	Cc1nnc(SC(C)C(=O)NC2CCCCC2C)n1N (stereo not drawn)	-8.5%	3.1%	17.2%	-0.8	1.7%	-20.7%	18.8	-3.3%	3.8	0.3
8	Cc1ccnc(NC(=O)c2ccco2)n1	/	9.9%	-8.9%	?	-21.7%	2.0%	-7.9	1.5%	-1.4	-1.0
9	CCOc1ccc2[nH]c3nc(SCC(=O)NC4CC4)nnc3c2c1	-2.6%	3.5%	0.5%	12.2	-7.1%	-0.3%	-7.0	-5.5%	-3.2	2.9
10	Cc1ccc(NC(=O)CSc2nnc(-c3ccco3)o2)c(C)c1	0.0%	-1.5%	-1.5%	3.0	5.4%	2.9%	-6.5	3.4%	1.3	5.9
11	O=C(CCCl)N1CCCC2(CCCCC2)C1	-1.0%	-0.4%	?	-6.2	9.0%	-1.4%	1.0	-1.2%	1.9	0.9
12	COc1ccc([C@H]2CC(=O)C=C(c3cccc(OCc4ccccc4)c3)C2)cc1	3.6%	-5.7%	-1.7%	1.0	6.7%	5.6%	8.4	1.6%	-5.9	0.8
13	COC(=O)c1ccccc1NC(=O)C(C)NS(=O)(=O)c1ccc(OC)cc1 (stereo not drawn)	-26.7%	-1.8%	-20.4%	-0.8	-43.7%	4.9%	2.9	4.5%	1.7	-1.2
14	CCN(CC(=O)Nc1c(F)cccc1F)C(=O)Cc1sc(C)nc1-c1ccc(F)cc1	1.7%	1.3%	-4.1%	4.4	-4.0%	-4.7%	3.3	12.9%	4.8	-8.7
15	CCOc1ccccc1CNCCOC	-7.3%	2.1%	6.6%	-5.4	-2.2%	2.8%	-0.8	0.7%	0.2	0.4
16	Cc1ccccc1OCCC(=O)Nc1ccc(N2CCOCC2)cc1N1CCOCC1	1.9%	2.2%	-12.2%	0.2	19.5%	8.4%	8.8	1.0%	-2.1	-3.0
17	CC1CCC(NC(=O)CSc2ccc(S(=O)(=O)N(C)C)cn2)CC1 (stereo not drawn)	-1.3%	1.0%	12.4%	10.2	-0.3%	0.2%	-2.4	3.7%	2.6	9.2
18	N/C(Cc1ccc([N+](=O)[O-])cc1)=N\OC(=O)COc1ccc2ccccc2c1	3.8%	1.1%	12.5%	-11.3	1.1%	2.7%	-14.7	4.8%	16.2	-5.9
19	S=c1nc(-c2ccc(Cl)cc2)[nH][nH]1	0.2%	-0.1%	25.6%	-6.5	4.0%	5.6%	-7.5	18.1%	-3.5	-0.3
20	COCCCNC(=O)C1CCN(c2ccc(N3CCOCC3)nn2)CC1	0.7%	-0.1%	-3.8%	13.1	-10.8%	-8.8%	5.1	-0.5%	-2.1	-1.8
21	O=C(NC1CCCCC1)c1cc([N+](=O)[O-])ccc1N1CCCCC1	/	4.4%	-5.0%	3.0	0.0%	-14.9%	-6.5	-5.6%	?	-11.4
22	O=C(Cc1ccccc1F)c1ccc(O)cc1O	-2.0%	-0.9%	?	14.0	-8.7%	9.5%[11.5 µM]	1.6	14.1%	1.6	2.6
23	CCOC(=O)N1CCOCCOCCN(C(=O)OCC)CCOCC1	1.8%	3.6%	-1.2%	-0.2	7.9%	3.8%	0.1	1.6%	-0.4	-1.0
24	CN(c1ccc(C(=O)Nc2ccc(CC#N)cc2)cc1)S(C)(=O)=O	-5.1%	1.0%	-4.2%	-5.0	4.8%	-3.6%	-4.2	-5.2%	25.6	-5.1
25	Cn1c(=O)[nH]c(=O)c2c1nc(CN1CCN(c3ccc(F)cc3)CC1)n2CCN1CCOCC1	-2.4%	0.7%	0.0%	33.4	-0.4%	2.7%	7.8	-1.3%	4.2	-6.3
26	O/N=C1\CCCC\C1=C/c1ccccc1	6.4%[46.1 µM]	3.0%	3.0%	17.4	-7.4%	/	13.1	22.2%	-3.5	0.6
27	Cc1nnc(NNS(=O)(=O)c2ccc(Cl)cc2)[nH]c1=O	3.5%	10.6%	1.8%	8.0	9.5%	-11.0%	-3.6	-1.4%	2.0	4.0
28	CC1CCN(C(=O)COC(=O)[C@H](C)NS(=O)(=O)/C=C/c2ccccc2)CC1	0.6%	0.3%	-6.2%	1.1	-22.5%	-0.6%	16.2	2.3%	6.2	0.2
29	COc1cc(OC)cc(C(=O)N2CCCC(Nc3ccc(F)cc3)C2)c1 (stereo not drawn)	5.6%	1.4%	-3.2%	-1.8	4.0%	-3.9%	7.0	-1.3%	?	-13.0
30	CN1CCN(c2ccccc2NC(=O)c2ccc(-c3ccccc3[N+](=O)[O-])o2)CC1	1.7%	-1.1%	-20.8%	-3.5	9.6%	6.8%	-9.6	-9.6%	10.2	26.7
31	COc1ccc(OCCn2cncn2)cc1	13.5%	-0.5%	-18.4%	-12.8	-7.0%	/	5.2	-0.4%	-3.0	13.1
32	O=[N+]([O-])c1cc(-c2ncccn2)cs1	-0.3%[46.1 µM]	-0.2%	13.1%	/	-3.5%	17.9%	1.8	6.5%	-0.8	8.5
33	COc1cccc(CN2CCN(C(=O)c3oc4c(F)cccc4c3C)CC2=O)c1	0.9%	0.3%	-2.4%	4.0	-8.8%	-0.3%	16.1	3.0%	20.1	32.0
34	Cc1cccc(/C=N/n2c(-c3cc(-c4ccccc4)n[nH]3)n[nH]c2=S)c1	-3.0%[46.1 µM]	3.7%	?	-6.4	0.6%	-6.4%	-5.7	6.7%	-2.7	1.8
35	COc1cc(C(=O)N/N=c2/sc3ccccc3n2C)cc(OC)c1OC	-2.3%	0.0%	12.1%	0.7	0.3%	-1.5%	22.6	-3.5%	-7.8	i
36	COc1ccc(CCNC(=O)CC(=O)N/N=C/c2ccc(C(=O)O)cc2)cc1OC	0.2%	-0.6%	-3.5%	14.7	2.9%	-8.8%	-22.4	1.1%	-4.4	-2.9
37	NNC(=O)c1cc2nc(-c3cccs3)cc(C(F)(F)F)n2n1	5.6%	-0.1%	-5.3%	-25.2	-15.5%	0.0%	10.8	-2.6%	-1.3	/
38	CNC(=O)COC(=O)/C=C/c1ccc(F)cc1	-5.3%	0.4%	12.5%	-5.2	-3.2%	-3.5%	-1.5	-3.0%	18.2	2.3
39	COc1ccccc1N(CC(=O)Nc1cccc(C(F)(F)F)c1)S(C)(=O)=O	-6.4%	0.5%	1.8%	-17.4	-5.5%	1.0%	-10.2	-0.7%	0.4	-0.5
40	COc1ccccc1-c1coc2cc(O)cc(O)c2c1=O	2.0%	-0.5%	?	-16.8	-23.1%	-2.7%	-3.6	9.6%	-2.5	1.5
41	Cc1ccc(C(c2nnnn2C2CCCC2)N2CCc3ccccc32)cc1 (stereo not drawn)	8.0%[46.1 µM]	0.5%	10.9%	-38.0	-7.3%	3.4%	-3.9	21.8%	16.0	4.7
